Mac1 fbg inh – CD11b/CD18-fibrinogen binding inhibition; P05107+P11215; K562 CD11b/CD18 adhesion to fibrinogen, ATPlite luminescence; Mn2+ added to activate the integrin; inhibition, % at 10 µM; actives 0.54% (n = 93,000); AID 1497;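 active means primary inhibition of 50% or more at 10 µM, then 40% or more on retest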; further: some results filed as inactive read as strong as hits
MT1-MMP txn act – MT1-MMP promoter transcription activation; actives 0.16% (n = 86,000); activation factor at 10 µM; AID 750; HT1080 MT1-MMP promoter luciferase reporter, luminescence, overnight; stronger effect = higher value;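 active means activation factor of at least 2 for MT1-MMP transcription at 10 µM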
ERb coact inh – ER-beta (human) coactivator binding inhibition; Q92731; TR-FRET ER-beta LBD / SRC1-Cy5 peptide binding; receptor agonist-loaded with 1 µM estradiol; inhibition, % at 25.6 µM; actives 1.3% (n = 86,000); AID 633;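 active means compounds whose percent inhibition of the receptor-coactivator binding signal exceeds about 50% in the single-dose screen, limit read from the data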;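 further: 0% = receptor plus peptide wells without compound and 100% = peptide-only wells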
Target sequence (Q92731 whole entry, looked up, the tested form may be a part): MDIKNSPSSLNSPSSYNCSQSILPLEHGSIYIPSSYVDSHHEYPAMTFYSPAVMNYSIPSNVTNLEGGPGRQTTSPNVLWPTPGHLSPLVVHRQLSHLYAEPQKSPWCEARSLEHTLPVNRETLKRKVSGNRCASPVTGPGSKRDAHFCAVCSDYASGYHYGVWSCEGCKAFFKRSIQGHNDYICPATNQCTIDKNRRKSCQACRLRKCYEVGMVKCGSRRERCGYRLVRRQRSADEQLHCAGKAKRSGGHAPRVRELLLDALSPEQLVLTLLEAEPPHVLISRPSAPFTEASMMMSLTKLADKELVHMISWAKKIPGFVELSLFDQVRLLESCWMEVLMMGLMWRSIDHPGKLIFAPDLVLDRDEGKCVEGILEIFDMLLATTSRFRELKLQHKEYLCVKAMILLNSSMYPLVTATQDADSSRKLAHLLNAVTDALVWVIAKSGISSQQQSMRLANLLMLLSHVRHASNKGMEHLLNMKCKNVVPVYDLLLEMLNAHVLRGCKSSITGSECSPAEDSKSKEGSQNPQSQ
Smad3 FoxH1 inh – blocks human Smad3 binding to FoxH1 peptide; P84022; TR-FRET Smad3/Dy647-FoxH1 peptide binding, europium anti-His; inhibition, % at 25 µM; actives 0.29% (n = 88,000); AID 630;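 active means compounds that reduce the energy-transfer binding signal between the protein and its labelled peptide by more than half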;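 further: 0% = Smad3 plus labelled peptide maximal FRET and 100% = peptide-only background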
sEH inhibitor – blocks human soluble epoxide hydrolase activity; recombinant human sEH enzymatic activity assay; inhibition, % at 2 µM; actives 0.34% (n = 91,000); AID 707; in the data active means inhibition above about 80%; further: values of inactives mirror those of a sister screen read the other way; many of its hits are not listed in these tables
Target sequence (P34913 whole entry, looked up): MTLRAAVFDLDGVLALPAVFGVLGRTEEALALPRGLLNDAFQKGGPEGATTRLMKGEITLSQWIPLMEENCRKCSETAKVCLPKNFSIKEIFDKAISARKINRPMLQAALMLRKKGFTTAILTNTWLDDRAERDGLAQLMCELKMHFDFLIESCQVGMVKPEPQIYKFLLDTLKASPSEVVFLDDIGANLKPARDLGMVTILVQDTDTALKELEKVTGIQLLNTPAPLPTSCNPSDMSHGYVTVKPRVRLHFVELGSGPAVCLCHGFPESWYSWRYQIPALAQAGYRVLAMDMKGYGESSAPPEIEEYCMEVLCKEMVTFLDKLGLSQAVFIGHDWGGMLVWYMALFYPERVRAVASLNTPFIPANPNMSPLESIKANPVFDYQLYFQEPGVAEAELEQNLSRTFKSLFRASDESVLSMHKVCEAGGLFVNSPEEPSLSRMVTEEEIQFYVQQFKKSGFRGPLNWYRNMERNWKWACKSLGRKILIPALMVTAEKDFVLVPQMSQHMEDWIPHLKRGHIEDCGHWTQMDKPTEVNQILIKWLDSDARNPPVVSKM
sEH activator – activators of human soluble epoxide hydrolase. AID 717. actives 0.04% (n = 91,000). P34913. activation, % at 2 µM. purified human sEH enzymatic activity, activator screen; in the data active means activation above about 37%; further: values of inactives mirror those of a sister screen read the other way
Candida biofilm – kills Candida albicans biofilms; C. albicans biofilm + clotrimazole, Alamar Blue; inhibition, % at 6 µM; actives 0.14% (n = 85,000); AID 834;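 active means inhibition above 20%; inactive means inhibition below 20%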;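 further: preformed 24 hr biofilms exposed to compound for 48 hr; 0% = biofilm without compound and 100% = blank killed by clotrimazole plus chlorhexidine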
CD11b adhes enh – enhancers of human CD11b/CD18 binding to fibrinogen; activation, % at 10 µM; K562 CD11b/CD18 adhesion to fibrinogen, ATPlite luminescence; actives 0.07% (n = 93,000);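 active means 10 µM primary screen giving 50% or more activity, confirmed by 40% or more on retest at that dose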; further: strong numbers were not always called active; reference of the scale not given here
ERa SRC1 pot – enhances coactivator binding to human estrogen receptor alpha. P03372. TR-FRET ERalpha-LBD/SRC-Cy5 coactivator binding, 2 h; 100 = basal binding, no effect. coactivator binding (% of control), % at 25.6 µM. actives 1.3% (n = 86,000); in the data active means activity above about 200%;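 further: binding measured in presence of low estradiol as agonist stimulus; 0% = peptide alone without receptor and 100% = receptor with peptide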
The depositor's hits bear a star; · = no result given; [ ] = dose if it differs, or a comment. These rows are one share of the data; the hit share may differ from the screen's.

SMILES | Mac1 fbg inh | MT1-MMP txn act | ERb coact inh | Smad3 FoxH1 inh | sEH inhibitor | sEH activator | Candida biofilm | CD11b adhes enh | ERa SRC1 pot
CCOC(=O)Cn1c(=O)c(-c2ccccc2NC)nc2ccccc21 | -21.9 | 1.1 | -5.6 | 23.5 | 6.8 | -5.5 | 1.8 | -3.0 | 90.7
Cc1nn(C(CC(=O)O)C(=O)O)c(C)c1Br (stereo unspecified) | · | 1.2 | -8.1[fluorescence artefact?] | 12.4[fluorescence artefact?] | -3.5 | 6.4 | 6.2 | · | 108.8
Cc1onc(-c2ccccc2)c1C(=O)NCCN1CCOCC1 | 2.2 | 1.1 | -4.5 | 1.3 | · | · | 7.2 | 1.5 | 116.2
CCN1CCCC1CN(Cc1cc2ccc(C)c(C)c2[nH]c1=O)C(=O)Nc1ccccc1OC (stereo unspecified) | 9.2 | 1 | -3.0 | 7.3 | -9.7 | 11.2 | -6.2 | -1.5 | 100.3
CCCCn1c(=O)[nH]c(=O)c2c1nc(COc1ccc(C#N)cc1)n2CCC | -18.5 | 1 | 2.9 | 11.8 | · | · | 8.0 | -0.7 | 113.3
Cc1nn(C(=O)N2CCOCC2)c(C)c1CN1C(=O)c2ccccc2C1=O | · | 1.1 | -3.6 | -3.1 | 0.7 | 0.5 | 2.7 | · | 85.5
CC(C)N(C)C1CCN(C(=O)Nc2ccc(Cl)c(Cl)c2)CC1 | -5.6 | 1.2 | 5.5 | -9.1 | · | · | 10.4 | -7.4 | 147.2
COc1cc(/C=N/n2cnnc2)ccc1OCc1ccccc1 | · | 1.3 | -10.3 | 8.9 | 17.2 | -15.7 | 7.6 | · | 88.9
CNc1ccc(Br)cc(C(=O)/C=C/c2cc(OC)ccc2OC)c1=O | · | 1.2 | 65.1*[fluorescence artefact?] | 2.3 | -4.0 | 4.6 | 3.2 | · | 56.5[fluorescence artefact?]
Cc1cc(C(=O)N2CCC(C(F)(F)F)n3nccc32)on1 (stereo unspecified) | 16.7 | 0.9 | -1.5[fluorescence artefact?] | -12.3 | 7.1 | -7.0 | -5.0 | -1.6 | 91.8
Cc1ccc(-c2nnc(N3CCCCC3)c3ccccc23)cc1S(=O)(=O)NCC1CCCO1 (stereo unspecified) | 28.7 | 1.2 | -1.4 | 3.3 | 7.1 | -7.6 | -0.3 | -3.3 | 83.9
CC(C)c1ccc(NC(=O)Nc2cc3sccc3n2C)cc1 | -11.1 | · | 8.0 | 0.3 | 20.5 | -19.1 | 11.3 | 60.6 | 141.3[fluorescence artefact?]
FC(F)(F)c1ccc(-n2ccnc2)nc1 | -13.5 | 1.1 | -3.0 | -0.3 | 0.1 | 2.0 | 7.7 | -2.4 | 105.7
O=C(CCC(=O)OCC(=O)c1ccc(Cl)cc1)NC1CCCCC1 | · | 1.1 | -4.7 | 9.1 | 6.0 | -4.3 | 8.1 | · | 95.2
COc1cccc(OC)c1C(=O)NC(=S)N1CCN(c2ccc(C(F)(F)F)cc2[N+](=O)[O-])CC1 | 7.8 | · | · | · | 6.9 | -3.0 | · | -1.1 | ·
O=c1nc(N2CCCCC2)nc(Nc2ccccc2)[nH]1 | -6.2 | 1.1 | 3.2[fluorescence artefact?] | 13.6 | -14.8 | 12.6 | 5.8 | -1.7 | 102.7
O=C(Cn1nc(Cc2cccnc2)c2ccccc2c1=O)NCc1ccc(F)cc1 | -12.1 | · | -6.8 | 0.0 | · | · | -3.2 | -1.0 | 100.5
COC(=O)C1(C(O)C(=O)c2ccc(C)cc2C)CCCCC1 (stereo unspecified) | -10.0 | 1.2 | -7.0 | -1.5 | 1.5 | 2.0 | 5.9 | 0.8 | 120.9[fluorescence artefact?]
O=C(O)CNC1=NCCC1 | 15.1 | 1 | -7.1 | 6.9 | · | · | 5.5 | -2.9 | 199.5
O=C(N1CCOCC1)N1CCN(c2ccc(F)cc2)CC1 | -15.7 | 1.1 | -2.2[fluorescence artefact?] | -4.5 | -21.1 | 21.3 | 7.4 | -1.5 | 104.1[fluorescence artefact?]
CCOC(=O)c1sc(NC(=O)c2cncc(Br)c2)nc1C | · | 1.5 | -11.4 | -5.6 | 8.6 | -5.9 | 2.4 | · | 100.3
CCOc1ccc(CCNC(=O)C2CC(=O)N(C3CCCC3)C2)cc1OCC (stereo unspecified) | · | 1.2 | -9.9[fluorescence artefact?] | 6.7[fluorescence artefact?] | -10.3 | 11.4 | 4.5 | · | 125.8
Cc1nc2ccc(S(=O)(=O)NC(C(=O)N3CCC(C)CC3)C(C)C)cc2s1 (stereo unspecified) | -5.9 | 1 | -5.1[fluorescence artefact?] | -3.1 | 5.7 | -8.1 | 2.1 | -2.3 | 116.7[fluorescence artefact?]
CC(C)C(NS(=O)(=O)c1ccc(Br)s1)C(=O)O (stereo unspecified) | -21.0 | 1 | -12.5 | 7.2 | -14.6 | 11.9 | 6.1 | -2.5 | 113.8
O=C(C1CCCCC1)N1CCN=C1SCc1cccnc1 | -6.3 | 0.9 | -5.4 | 2.7 | 8.1 | -9.6 | 4.5 | -1.5 | 135.6

Overlap with the part before: 3 entries, followed by the next part.
SMILES | Mac1 fbg inh | MT1-MMP txn act | ERb coact inh | Smad3 FoxH1 inh | sEH inhibitor | sEH activator | Candida biofilm | CD11b adhes enh | ERa SRC1 pot
Cc1nc2ccc(S(=O)(=O)NC(C(=O)N3CCC(C)CC3)C(C)C)cc2s1 (stereo unspecified) | -5.9 | 1 | -5.1[fluorescence artefact?] | -3.1 | 5.7 | -8.1 | 2.1 | -2.3 | 116.7[fluorescence artefact?]
CC(C)C(NS(=O)(=O)c1ccc(Br)s1)C(=O)O (stereo unspecified) | -21.0 | 1 | -12.5 | 7.2 | -14.6 | 11.9 | 6.1 | -2.5 | 113.8
O=C(C1CCCCC1)N1CCN=C1SCc1cccnc1 | -6.3 | 0.9 | -5.4 | 2.7 | 8.1 | -9.6 | 4.5 | -1.5 | 135.6
Cc1ccc2[nH]c(=O)c(CN(Cc3ccc4c(c3)OCO4)Cc3nnnn3Cc3ccco3)cc2c1 | 10.1 | 1.1 | -1.3 | -2.0 | 7.2 | -7.0 | 10.9 | 1.5 | 92.3
CCOC(=O)CN(C(=O)CSc1nnc(C)n1-c1ccccc1)c1cccc([N+](=O)[O-])c1 | -12.8 | 1.1 | 13.1 | -8.8 | -5.9 | 8.0 | 0.9 | 2.0 | 99.9
Cc1ccc(N(C(=O)C2CCCC2)C2C=CS(=O)(=O)C2)cc1 (stereo unspecified) | -35.0 | 1 | 28.1[fluorescence artefact?] | -15.0 | 3.1 | -3.0 | 0.7 | 2.5 | 96.4
CCOC(=O)CSc1nnc(CNC(=O)c2cccs2)n1Cc1ccccc1 | -8.2 | 0.9 | 12.0 | -12.5 | -3.4 | 1.7 | 15.5 | -1.9 | 92.1
CCN(CC)S(=O)(=O)c1ccc(Cl)c(C(=O)NC2CCCC2)c1 | 2.6 | 1.2 | 4.4 | -3.8 | -1.0 | 0.7 | 6.3 | 2.7 | 125.6
Cc1noc(C(=O)Nc2ccc3c(c2)OCO3)c1Cl | · | 1.5 | 10.8 | 3.3 | 1.0 | -1.9 | -7.3 | · | 104.6
CC1CCN(S(=O)(=O)c2cccc(C(=O)N(C)C3CCS(=O)(=O)C3)c2)CC1 (stereo unspecified) | -4.5 | 1.1 | -5.7 | -8.7 | -1.1 | 3.8 | 7.0 | -3.0 | 111.7[fluorescence artefact?]
CCOc1cc(C2C(C(=O)OC)=C(C)N=C3SC(C)C(=O)N32)ccc1OC(C)=O (stereo unspecified) | -10.5 | 1.1 | -1.1 | 4.7 | · | · | 12.1 | -0.3 | 79.6
O=C(CCC1CCCC1)N1CCN(C(=O)COc2ccccc2)CC1 | 3.8 | 1 | 7.9[fluorescence artefact?] | -5.5 | -4.0 | 3.5 | 7.3 | -5.4 | 112.3
COc1ccc2c(c1OC)CCC2=O | · | 1.5 | -5.8 | -7.1 | -4.1 | 7.5 | -3.4 | · | 117.2[fluorescence artefact?]
CCOC(=O)COc1c(Br)cc(C2NC(=O)NC(C)=C2C(C)=O)cc1OC (stereo unspecified) | · | 1.3 | 21.6 | -8.4[fluorescence artefact?] | -4.7 | 7.2 | -2.2 | · | 69.8
O=C(Nc1nccs1)c1ccc(S(=O)(=O)NCc2cccs2)cc1 | 5.2 | 1.2 | -1.6 | -3.5 | 7.8 | -8.3 | 6.4 | 0.7 | 110.0
COc1ccc(NC(=O)CSc2nnc(CCC(=O)Nc3ccc(C)c(Cl)c3)n2C)cc1 | 1.1 | · | · | · | 3.2 | -3.1 | · | 4.3 | ·
O=C(O)CC1=C(O)C(=O)N(c2ccccc2)C1c1ccc(Br)cc1 (stereo unspecified) | · | 1 | 7.2 | -0.9 | -2.1 | 5.8 | 6.8 | · | 86.3
C=CCn1c(-c2cccnc2Cl)nc2cc(Cl)c(Cl)cc21 | -0.1 | · | · | · | 11.4 | -8.9 | · | -3.4 | ·
COC(=O)C1=C(C)N(CCC2=CCCCC2)C(=O)C1 | 4.6 | 0.9 | -4.1 | -1.8 | -8.1 | 8.2 | 9.5 | 0.7 | 95.1
Cc1nnc(NC(=O)CSc2ccccn2)s1 | -1.7 | 1.2 | 1.6[fluorescence artefact?] | -12.8 | 10.3 | -11.6 | 4.0 | -1.2 | 84.5
COc1ccc(CCN2C(=NC(=O)CC(C)C)SC3CS(=O)(=O)CC32)cc1 (stereo unspecified) | -0.9 | 1 | 4.1 | -6.9 | -1.8 | 1.6 | 5.7 | -5.0 | 81.8
CCCOC(=O)CCc1n[nH]c(=O)[nH]c1=O | 5.8 | 1.1 | -6.5 | 0.5 | -1.8 | 1.2 | 5.5 | 0.8 | 128.7[fluorescence artefact?]
O=C(Nc1ccccc1C(=O)OC1CCOC1=O)c1ccco1 (stereo unspecified) | -4.3 | 1 | 8.6 | -3.1 | 3.8 | -2.3 | 5.9 | -0.8 | 107.4
COC(=O)[C@H](Cc1ccccc1)NC(=O)NCc1cccs1 | 22.2 | 1.2 | -7.2 | 31.6[fluorescence artefact?] | 2.5 | -2.7 | 7.1 | -2.6 | 107.2
Cc1ccc(NC(=O)CS(=O)CC(=O)Nc2ccc(N3CCOCC3)cc2)cc1Cl (stereo unspecified) | -4.7 | 0.9 | 32.1 | 4.9 | 11.0 | -10.7 | 1.7 | 0.3 | 120.7
Cc1nn(CC(=O)NCc2cccnc2)c(=O)c2ccccc12 | 12.8 | 1.1 | -7.2 | -1.7 | 0.7 | -0.7 | -0.1 | 1.2 | 120.6
Cc1nc(CC(=O)c2ccc(O)cc2O)cs1 | -11.0 | 1.3 | 5.5 | 13.3 | 8.7 | -9.2 | -0.6 | 2.6 | 98.7
Cc1[nH]c2ccccc2c1SCCNC(=O)c1ccc(Br)o1 | · | 1.2 | -3.2 | -3.3 | 19.4 | -19.2 | 3.3 | · | 88.0
COc1ccc(-c2ccc(SCC(=O)N3CCOCC3)nn2)cc1OC | 6.1 | 1.1 | -4.4[fluorescence artefact?] | 20.5[fluorescence artefact?] | -3.6 | 4.1 | 4.1 | -0.5 | 105.5
CC(C)C(=O)N1CCc2cc(-c3csc(N)n3)ccc21 | -3.2 | 1.3 | 3.7 | 9.9 | -5.6 | 4.4 | 4.5 | 34.8 | 103.3[fluorescence artefact?]
Cc1cc(NC(=O)CSc2nnc(-c3cccnc3)n2C)no1 | -9.8 | 1.1 | -7.5 | -0.2 | -7.6 | 7.8 | 2.2 | 0.3 | 111.2
COc1ccc(OCC(=O)N2CCN(S(=O)(=O)c3ccc(Cl)cc3)CC2)cc1 | -0.8 | 1.2 | 0.5 | 1.0 | -0.8 | 1.7 | -1.2 | 2.6 | 99.7
Cc1sc2ncn(CCn3cnc4sc(C)c(C)c4c3=O)c(=O)c2c1C | 26.3 | 1 | 15.4 | 2.3 | -11.2 | 10.7 | -2.0 | -0.4 | 137.3
